NOD2 RIPK2 PPI: blocks binding of human NOD2 to RIPK2 | inhibition, % at 4.98 µM | hit rate 0.38% among 360,000 | CHO BLA complementation NOD2-RIPK2, CCF4 ratio | O43353; in the data active means inhibition above about 21%;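 further: 0% = vehicle only and 100% = reference blocker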
COUP-TFII inh: NR2F2 (human) inhibition, primary screen; HEK293T NGFI-A luciferase reporter, luminescence; inhibition, % at 8.6 µM; AID 686940; hit rate 0.7% among 370,000;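 active means inhibition above a per-plate cutoff, mean inhibition of test wells between control levels plus 3 SD, cut at about 38% in these data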;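 further: cells cotransfected with COUP-TFII expression vector driving the NGFI-A reporter; 0% = median of COUP-TF2 test wells and 100% = reporter-only cells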
TROY signal inh: inhibitors of TROY-dependent NF-kB signaling | Q293 LMP1-TROYcd NF-kB luciferase reporter, 4 h | hit rate 0.98% among 360,000 | inhibition, % at 10 µM;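 active means compounds whose plate-normalised and pattern-corrected inhibition of the luciferase reporter signal at the single screening dose is 50% or more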
LRH-1 inv ag: NR5A2 inverse agonism in reporter assay. hit rate 0.13% among 360,000. AID 602396. inhibition, % at 3.6 µM. HEK293T StAR-luciferase reporter, LRH-1 transfected, 24 h;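 active means inhibition above the mean inhibition of all tested compounds plus 3 SD, cut at about 73% in these data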;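 further: 0% = DMSO wells and 100% = reporter-only cells lacking LRH-1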
Vif inh: blocks HIV Vif function. inhibition, % at 7.49 µM. hit rate 0.35% among 340,000. HEK293T cells, Vif self-association by quenched fluorescence, imaging, 24 h; in the data active means inhibition above about 50%, passing the limit was not always enough; further: some results filed as inactive read as strong as hits
SRC2 inh: human SRC2 (NCOA2) inhibition. AID 651957. inhibition, % at 9 µM. hit rate 0.17% among 370,000. HEK293 GAL4-SRC2 luciferase reporter, luminescence;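 active means inhibition above the mean inhibition of all tested compounds plus 3 SD, set per campaign, cut at about 52% in these data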;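 further: 0% = DMSO treated cells and 100% = cells given Gossypol at 36 µM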
Target sequence (Q15596 whole entry, looked up, the tested form may be a part): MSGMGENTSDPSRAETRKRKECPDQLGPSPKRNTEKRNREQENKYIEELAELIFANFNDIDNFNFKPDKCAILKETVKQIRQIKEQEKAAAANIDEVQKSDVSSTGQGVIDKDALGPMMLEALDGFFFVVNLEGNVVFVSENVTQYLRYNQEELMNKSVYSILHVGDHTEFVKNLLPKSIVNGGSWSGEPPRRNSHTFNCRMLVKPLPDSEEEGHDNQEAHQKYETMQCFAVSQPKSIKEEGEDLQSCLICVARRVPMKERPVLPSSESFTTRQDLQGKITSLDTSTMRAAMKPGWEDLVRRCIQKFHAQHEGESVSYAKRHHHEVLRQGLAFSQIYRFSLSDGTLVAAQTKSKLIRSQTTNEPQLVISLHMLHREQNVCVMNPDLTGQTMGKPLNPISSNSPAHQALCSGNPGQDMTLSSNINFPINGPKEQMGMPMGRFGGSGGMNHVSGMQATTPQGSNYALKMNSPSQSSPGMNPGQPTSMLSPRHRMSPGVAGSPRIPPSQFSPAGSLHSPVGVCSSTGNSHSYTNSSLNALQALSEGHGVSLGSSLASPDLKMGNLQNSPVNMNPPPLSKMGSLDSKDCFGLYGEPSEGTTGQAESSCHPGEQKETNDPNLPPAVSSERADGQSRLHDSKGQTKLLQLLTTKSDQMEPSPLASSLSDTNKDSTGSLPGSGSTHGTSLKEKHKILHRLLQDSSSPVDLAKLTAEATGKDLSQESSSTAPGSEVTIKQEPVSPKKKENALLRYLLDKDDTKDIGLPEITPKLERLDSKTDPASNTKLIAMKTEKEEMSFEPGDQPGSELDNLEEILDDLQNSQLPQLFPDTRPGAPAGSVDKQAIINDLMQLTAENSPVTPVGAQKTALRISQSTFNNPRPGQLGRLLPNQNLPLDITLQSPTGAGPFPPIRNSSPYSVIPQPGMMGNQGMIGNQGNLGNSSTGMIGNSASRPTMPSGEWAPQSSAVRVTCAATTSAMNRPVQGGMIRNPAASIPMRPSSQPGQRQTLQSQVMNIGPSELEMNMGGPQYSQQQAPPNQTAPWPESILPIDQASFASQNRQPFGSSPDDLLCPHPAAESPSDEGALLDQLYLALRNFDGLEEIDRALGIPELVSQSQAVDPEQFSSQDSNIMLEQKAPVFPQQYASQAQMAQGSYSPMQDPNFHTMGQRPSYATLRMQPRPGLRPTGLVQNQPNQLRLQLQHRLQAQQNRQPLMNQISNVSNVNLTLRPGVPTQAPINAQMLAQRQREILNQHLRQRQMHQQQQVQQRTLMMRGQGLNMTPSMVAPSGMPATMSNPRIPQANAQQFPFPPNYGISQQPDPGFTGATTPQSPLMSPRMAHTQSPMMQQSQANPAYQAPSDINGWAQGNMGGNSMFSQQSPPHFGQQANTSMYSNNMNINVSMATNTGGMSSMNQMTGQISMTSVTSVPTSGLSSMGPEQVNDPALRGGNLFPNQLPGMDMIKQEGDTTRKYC
C8 TRAIL sens: sensitizes caspase-8 expressing cells to TRAIL; hit rate 1% among 360,000; inhibition (viability loss, TRAIL sensitization), % at 10 µM; NB7+C8 cells + TRAIL, ATPlite viability luminescence;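 active means compounds causing at least 50% loss of cell viability in the single-dose screen, relative to plate controls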
NCOA3 inh: inhibits human SRC3 coactivator; hit rate 0.17% among 360,000; inhibition, % at 3.6 µM; AID 588352; HEK293 GAL4-SRC3 luciferase reporter, luminescence; Q9Y6Q9;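 active means inhibition above a per-campaign cutoff, the mean of all compounds plus 3 SD, cut at about 60% in these data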;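 further: 0% = DMSO-treated cells and 100% = gossypol-treated cells at 36 µM; higher means less SRC3-driven luciferase light from the GAL4 reporter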
TLR9-MyD88 inh: inhibitors of human TLR9-MyD88 binding; AID 504734; inhibition, % at 4.98 µM; CHO BLA complementation TLR9-MyD88, CCF4 FRET ratio; hit rate 0.21% among 340,000; Q9NR96+Q99836;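 active means inhibition above the mean over all tested compounds plus 3 SD, cut at about 21% in these data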;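 further: 0% = DMSO only wells and 100% = clavulanate BLA inhibitor control wells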
NCOA1 inh: inhibits human SRC1 coactivator | Q15788 | HEK293 GAL4-SRC1 luciferase reporter, luminescence | inhibition, % at 3.6 µM | hit rate 0.12% among 360,000 | AID 588354;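 active means inhibition above the campaign mean plus 3 SD, with each screening campaign given its own cutoff, cut at about 60% in these data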;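 further: 0% = DMSO treated cells and 100% = gossypol at 36 µM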
LMP1 NFkB inh: reduces LMP1-driven NF-kappaB luciferase signal | hit rate 0.69% among 350,000 | LMP1-induced NF-kappaB luciferase reporter cells, luminescence | inhibition, % at 12.5 µM | AID 504558; in the data active means inhibition above about 41%;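 further: 0% = neutral control wells and 100% = reference inhibitor control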
Starred values were filed as active, the others as inactive; . = no result given. An excerpt. The share of hits here may be higher or lower than overall.

SMILES | NOD2 RIPK2 PPI | COUP-TFII inh | TROY signal inh | LRH-1 inv ag | Vif inh | SRC2 inh | C8 TRAIL sens | NCOA3 inh | TLR9-MyD88 inh | NCOA1 inh | LMP1 NFkB inh
COCc1cc(C)nc(OCC(=O)N/N=C/c2ccc(OC)c(O)c2)c1C#N | 5 | -8 | 7 | 5 | -1 | 1 | -11 | 2 | -7 | 0 | -2
COc1ccc(C(=S)N2CCN(c3cccc(Cl)c3)CC2)cc1 | -5 | -20 | -8 | -16 | -4 | 4 | -9 | 8 | -10 | -5 | -6
O=C1CC(Cc2ccccc2)C(=O)N1Cc1ccco1 (centres undefined) | -8 | . | 45 | 5 | -2 | . | -9 | -4 | 6 | -19 | 3
CS(=O)(=O)c1ccc2nc(NC(=O)CN3C(=O)NC4(CCCC4)C3=O)sc2c1 | 11 | 4 | 7 | 7 | -2 | -35 | -9 | -3 | -2 | -21 | 0
Cn1c(Cc2csc(N)n2)nnc1SCC(=O)NC1CCCCC1 | -8 | -8 | -11 | -15 | . | -4 | -3 | 9 | -1 | -1 | -3
O=C(COC(=O)c1cc(=O)[nH]c2ccccc12)NC1CCCCC1 | -2 | 1 | 0 | -8 | 7 | -18 | -16 | 6 | -3 | 2 | 1
COc1ccc(Cl)cc1NC(=O)COC(=O)CCc1cc(OC)c(OC)c(OC)c1 | -11 | -12 | 1 | -25 | -2 | 1 | -17 | -11 | 8 | -16 | 0
CC(C)CNC(=S)NNC(=O)c1ccccc1OC(F)F | -9 | 10 | -5 | 6 | 6 | -12 | -7 | 6 | 4 | -9 | 14
CCOC(=O)c1c(NC(=O)c2cccs2)sc(C)c1C | 6 | -7 | -3 | -6 | -6 | -29 | -5 | 3 | -1 | 12 | 0
CCOc1ccc(C/C(O)=C2\C(=O)CC(C)(C)CC2=NCC(=O)O)cc1OCC | -1 | 4 | -23 | 7 | -3 | -5 | -12 | 13 | . | 8 | -1
O=C(CNc1cccc([N+](=O)[O-])c1)NC(=O)NC1CCCCC1 | 2 | 9 | -5 | -8 | -7 | -6 | 1 | 16 | 2 | -7 | 9
CCN(CC)CCN1C(=O)C(=O)/C(=C(/O)c2c(C)[nH]c(C(=O)OC)c2C)C1c1cccc(OC)c1 (centres undefined) | -2 | 2 | -7 | 11 | 0 | -29 | 12 | 0 | -6 | -7 | 1
CCOc1ccc(N(CC(=O)NC2CCCCC2)C(=O)CNC(=O)c2cccs2)cc1 | -8 | -2 | -11 | 19 | -3 | 10 | 12 | 10 | 3 | 3 | -1
O=C(NC(=S)Nc1ccccc1Cl)c1csnn1 | -4 | -23 | -25 | -14 | -3 | 7 | -10 | -3 | -10 | -3 | 2
COc1cccc(NC(=O)COc2ccc(Br)c(C)c2)c1 | 3 | -9 | -25 | 9 | -3 | -37 | 3 | -8 | 0 | -29 | -1
Cc1cc(C)n2nc(SCC(=O)Nc3ccc(F)cc3[N+](=O)[O-])nc2n1 | 6 | -14 | -2 | 11 | -5 | -9 | -3 | -2 | 3 | 1 | -6
Cc1ccc(S(=O)(=O)CC2CSc3nnc(C)c(=O)n32)cc1 (centres undefined) | -3 | 11 | -15 | 13 | -6 | -3 | -2 | -6 | 1 | -3 | -46
O=C(NCc1ccc2c(c1)OCO2)C1CCC(CNS(=O)(=O)c2ccccc2)CC1 (centres undefined) | -12 | 5 | -5 | 15 | -9 | 6 | 7 | 9 | -8 | -7 | -1
Cc1cccc(NS(=O)(=O)c2ccc3oc(=O)ccc3c2)c1C | -4 | -11 | -5 | 0 | -5 | 7 | 7 | 0 | 6 | -16 | 3
Cn1c(-c2ccccc2)c(C(=O)CCl)c2ccccc21 | -2 | -8 | 12 | 15 | -1 | 21 | 92* | 7 | 0 | -6 | 8
Cc1ccc(C(C)n2cc(C(=O)NCCN3CCN(C)CC3)nn2)cc1 (centres undefined) | -8 | 12 | -5 | 1 | -1 | 9 | -1 | 9 | -1 | -2 | 3
COc1ccc(NC(=O)COC(=O)C23CCC(=O)N2c2ccccc2S3)cc1 (centres undefined) | 1 | -15 | 11 | 0 | -17 | -19 | 7 | -1 | 1 | -15 | -1
Cc1c(NC(=O)C(C)Oc2ccc(Br)cc2Cl)c(=O)n(-c2ccccc2)n1C (centres undefined) | 1 | 18 | 9 | 14 | 0 | -10 | 2 | 21 | -1 | -30 | 4
CCCCCOc1ccc(CSCCNC(=S)Nc2ccccc2)cc1 | 9 | -12 | 4 | 7 | 1 | -11 | -9 | 24 | 1 | 1 | 0
COc1cc2sc(-c3ccc(S(C)(=O)=O)cc3)c(-c3ccc4c(c3)OCO4)c2cc1OC | 11 | 11 | -17 | 8 | -2 | -10 | -8 | 14 | -3 | 4 | -3
COc1ccc(NC(NC(=O)c2ccc(OC)cc2)C(Cl)(Cl)Cl)cc1 (centres undefined) | -9 | 18 | -2 | 5 | -1 | 10 | -10 | 8 | -6 | -4 | 0
Cc1cc(C(=O)OCC(=O)Nc2nccs2)c2ccccc2n1 | -5 | -17 | 6 | 8 | -8 | 20 | -39 | 3 | 3 | -12 | -8
CCOc1ccc(C(=O)Nc2c3c(nn2-c2ccc(F)cc2)CS(=O)C3)cc1 (centres undefined) | -45 | -13 | -33 | 2 | 5 | 5 | 14 | 11 | -1 | -15 | -7
O=C(NCc1ccccc1)/C(=C\c1ccc([N+](=O)[O-])cc1)NC(=O)c1ccco1 | -9 | -15 | 11 | -5 | -1 | -5 | -18 | -3 | -5 | 2 | -3
Cc1cccc(Cn2c(=O)oc3ccc(C)cc32)c1 | -1 | . | -3 | 1 | -1 | . | -7 | 8 | 4 | -20 | -4
CCN1CCCC(CO)(Cc2ccccc2)C1 (centres undefined) | -1 | 2 | 13 | 16 | -1 | -33 | -1 | 19 | -3 | 8 | 4
CCc1nnc(NC(=O)CSc2nc3ccccc3c(=O)n2CCCOC)s1 | 7 | 6 | -1 | 6 | -15 | -26 | 8 | 0 | 3 | -71 | -14
CC(C)NC(=O)C(=O)NCCN1CCN(S(=O)(=O)c2ccc(Cl)cc2)CC1 | -2 | -9 | 0 | 18 | 15 | 10 | -22 | 19 | -16 | 12 | 6
Cc1ccc(S(=O)(=O)N(CC(=O)NC2CC3CCC2C3)c2ccccc2)cc1 (centres undefined) | 0 | 7 | 5 | -1 | 1 | -2 | 6 | 7 | -5 | 4 | -1
COc1ccc2cnn(Cc3ccccc3)c(=O)c2c1OC | -9 | -3 | 51* | 9 | 13 | -6 | -15 | 2 | -4 | -18 | 3
Nc1nc(N2CCOCC2)nc2ccccc12 | -7 | 7 | -6 | 2 | 2 | -20 | 3 | -31 | -7 | -18 | -3
O=C(O)CCC(=O)Nc1ccc(Br)cc1C(=O)c1ccccc1Cl | -7 | 18 | -11 | 11 | -2 | -5 | 6 | 8 | 1 | -3 | -4
Cc1ccc(S(=O)(=O)N(Cc2cccc(Cl)c2)C(=O)N2CCN(C)CC2)cc1 | -13 | 10 | 5 | 4 | -2 | -7 | -17 | 12 | -11 | -1 | 1
Brc1ccc2[nH]c3c(NCc4ccccn4)ncnc3c2c1 | -9 | -8 | 24 | -9 | -10 | 0 | 8 | 2 | . | 2 | .
C/C(Cc1ccccc1)=N\NC(=O)CNC(=O)c1ccccc1Br | 6 | 3 | 16 | -7 | 1 | 12 | -1 | 5 | 5 | -8 | -18
O=C1CCCCCN1C(=O)c1ccc(C(=O)N2CCCCCC2=O)cc1 | -1 | -11 | 11 | -6 | 5 | -4 | 0 | 18 | 10 | -15 | 0
CCCCNC(=O)/C=C/c1ccc(S(=O)(=O)Nc2ccc(OC)cc2)cc1 | -3 | 9 | 26 | 7 | 11 | 1 | -3 | 3 | -4 | 3 | 3
COc1ccc(Cc2nc3ccc(C(=O)N4CCCN(C=O)CC4)cc3o2)cc1 | 0 | 19 | 0 | -3 | 1 | -11 | 0 | 1 | -10 | -5 | 0
CN(C)CCSc1nc(-c2ccccc2)nc2c1COC(C)(C)C2 | 1 | 6 | 2 | 18 | 4 | -2 | -6 | 15 | -5 | -2 | -6
CCOC(=O)C1CCN(Cc2coc3ccc(Cl)cc3c2=O)CC1 | -23 | 6 | -4 | -7 | 12 | -15 | -9 | -5 | -17 | 14 | -3
CCc1cccc(CC)c1NC(=O)c1ccccc1CCc1ccccc1 | -4 | -37 | -3 | -2 | -1 | -2 | 20 | 9 | -7 | -2 | 5
COC(=O)[C@@]12C[C@@H](CC(=O)N3CCCC3)C(=O)N(Cc3cccc4ccccc34)C1=CCC(C)(C)C2 | 14 | 12 | . | 2 | . | -2 | 1 | . | . | . | .
CNC(=O)Nc1cc(NC(=O)NC)cc(C(F)(F)F)c1 | 5 | 13 | 9 | -3 | 3 | -8 | 2 | 10 | -6 | -26 | -5
CCOC(=O)c1c(C)[nH]c(C(=O)CN2C(=O)C(=O)N(CC(C)C)C2=O)c1C | -10 | 9 | -15 | 14 | -4 | -30 | 2 | 12 | -5 | -6 | -8
COc1cccc(S(=O)(=O)Nc2cccnc2)c1 | -2 | 5 | 11 | -20 | 13 | -7 | 17 | 10 | -5 | -3 | -4
(list continues)
SMILES | NOD2 RIPK2 PPI | COUP-TFII inh | TROY signal inh | LRH-1 inv ag | Vif inh | SRC2 inh | C8 TRAIL sens | NCOA3 inh | TLR9-MyD88 inh | NCOA1 inh | LMP1 NFkB inh
COC(=O)c1cnc(Nc2nc(C(N)c3ccccc3Cl)cs2)nc1C(F)(F)F (centres undefined) | 12 | -15 | -7 | 19 | -11 | -16 | 19 | 6 | . | -14 | .
FC(F)(F)c1cccc(Sc2cc(C(F)(F)F)nc(-c3ccccn3)n2)c1 | 3 | -10 | 27 | -22 | -7 | 23 | 24 | 27 | -6 | 4 | 9
Cc1cc(C)c2nc(SC3CCOC3=O)cc(C)c2c1 (centres undefined) | 4 | 0 | -13 | -10 | 1 | -6 | 0 | 10 | 0 | -9 | 9
Cn1cnnc1SCC(=O)NCc1cccc(C(F)(F)F)c1 | 6 | -10 | -19 | -14 | -9 | -11 | -8 | 10 | -2 | -1 | -10
CCOC(=O)C1(C)CCCCN1C(=O)c1ccc(N(C)C)cc1 (centres undefined) | -8 | -1 | 15 | 17 | -2 | -2 | -16 | 8 | . | 6 | .
COc1ccc(S(=O)(=O)N2CCC(C(=O)NCc3cccs3)CC2)cc1 | -5 | 26 | 7 | 6 | -4 | 27 | 7 | 14 | 4 | -17 | 1
Cc1ccc(-c2nnn(CC(=O)N(c3cccc(F)c3)C(C(=O)NC3CCCC3)c3ccco3)n2)o1 (centres undefined) | -13 | 4 | 13 | 8 | . | -8 | -6 | -7 | -2 | 1 | 2
CCN(CC(=O)NCCCN1CCOCC1)S(=O)(=O)c1ccc(F)cc1 | 1 | 0 | -20 | -4 | -10 | -12 | 0 | -4 | -7 | -174 | 5
C[C@H](CO)N1C[C@H](C)[C@@H](CN(C)Cc2ccc(C(=O)O)cc2)Oc2c(NS(=O)(=O)c3ccccc3)cccc2C1=O | -7 | 8 | 3 | -20 | 0 | 11 | 1 | -17 | 5 | -6 | -1

Screening data as filed in PubChem.
